Screening results: PubChem BioAssay, National Center for Advancing Translational Sciences (NCATS)
S2 tox: viability counter-screen for ATXN expression inhibitors. S2 cells (HEK-293 line with an ATXN2-luciferase reporter) viability, CellTiter-Fluor protease fluorescence, 24 h. AID 651635. Potency, µM (highest dose often 56.7 µM), usual class: cytotoxic. hit rate 0.49% among 400,000; further: potency means the concentration at half of the fitted maximal effect; nearly all actives have a fitted effect of over 40% in size
IL-1B inflam inh: blocks inflammasome-driven IL-1 beta release. THP-1 LPS/ATP IL-1B secretion, AlphaLISA, 16 h; stronger effect = lower value. activity change, % at 57.5 µM. hit rate 4.7% among 360,000; in the data active means activity change below about -50%; inconclusive means mostly about -30% to -49%; further: on the % scale 0 is the no-effect control and ±100 the full control effect
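THP-1 cells pretreated 1 hr with compounds (up to 57.5 uM final), then stimulated with LPS (250 ng/mL final) plus ATP (1.25 mM final); secreted IL-1B measured by AlphaLISA after 16 hr, decreased signal indicating inhibition.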
SW480 rerep: DNA re-replication induction in SW480 cells. AID 624297. SW480 DNA re-replication, Hoechst DNA content imaging, 48 h. Potency, µM (titrated, usually from 46.1 µM), for the others: top-dose re-replication activation, most hits filed as activators. hit rate 1.8% among 340,000; further: potency means the concentration at half of the fitted maximal effect; % of control where 0% means no effect; nearly all actives have a fitted effect of over 55% in size
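Image-based DNA-content assay: after two days of treatment, nuclei were labelled with the DNA dye Hoechst and imaged, and hits were compounds raising the count of nuclei showing high fluorescence intensity.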
KB-V1 cytotox: kills drug-selected multidrug resistant KB-V1 cells; KB-V1 MDR cells viability, CellTiter-Glo, 72 h; Potency, µM (series often up to 46.1 µM), inactives show at the highest dose activity change, negative = cytotoxicity, usual class: cytotoxic; hit rate 3.4% among 400,000; further: potency means the concentration at half of the fitted maximal effect; on the % scale 0 is the no-effect control and ±100 the full control effect; nearly all actives have a fitted effect of over 60% in size
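Cytotoxicity toward P-gp-expressing KB-V1 cells was determined as loss of CellTiter-Glo luminescence after 72 h at 37 degrees C. Compounds were tested in quantitative HTS format across a concentration range, with curves fitted to normalized data.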
ATXN2 expr inh: inhibitors of ATXN2 expression. HEK-293 ATXN2-luciferase reporter, luminescence, 24 h. hit rate 0.72% among 360,000. AID 1745845. Potency, µM (top dose mostly 57 µM), for the others: at the top dose activity change, negative = inhibition, usual class: inhibitors; further: potency means the concentration at half of the fitted maximal effect; on the % scale 0 is the no-effect control and ±100 the full control effect; nearly all actives have a fitted effect of over 55% in size
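qHTS (up to 57 uM final) was run with 24 h compound exposure of reporter cells at 37 °C. Each well was multiplexed: SteadyGlo luminescence measured ATXN2-luciferase expression after a fluorogenic Gly-Phe-AFC viability readout (25 uM final).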
HT1080 IDH1KD tx: HT-1080 IDH1 knockdown cell toxicity (counter line) | hit rate 2% among 360,000 | AID 686971 | HT-1080 IDH1 knockdown viability, ATP luminescence, 48 h | Potency, µM (series often up to 46.1 µM), without a hit: top-dose activity, negative = toxicity, actives largely listed as cytotoxic;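 further: potency means the concentration at half of the fitted maximal effect; 0% = DMSO wells and -100% = cell-free medium wells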
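Assay cells: HT-1080 with IDH1 knockdown, 750 per well, RPMI/5% FBS. Exposure: 48 h at 37 °C following 2 h pre-incubation. Read: CellTiter-Glo luminescence; fitted concentration-response, curve class assigned.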
KB-3-1 cytotox: kills parental KB-3-1 adenocarcinoma cells | KB-3-1 viability, CellTiter-Glo ATP luminescence, 72 h | Potency, µM (top dose mostly 46.1 µM), inactives show at the highest dose activity change, negative = cytotoxic, usual class: cytotoxic | hit rate 1.4% among 400,000 | AID 1347075; further: potency means the concentration at half of the fitted maximal effect; on the % scale 0 is the no-effect control and ±100 the full control effect; nearly all actives have a fitted effect of over 60% in size
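Multi-concentration cytotoxicity screen in KB-3-1 cells grown in DMEM lacking phenol red with 10% FBS. After 72 h at 37 °C with compound, ATP-dependent luminescence was recorded.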
HT1080-NT tox: kills 2HG-producing HT-1080-NT fibrosarcoma cells; hit rate 1.6% among 360,000; AID 686970; Potency, µM (titrated, usually from 46.1 µM), for the others: at the highest dose activity, negative = less viability, actives largely listed as cytotoxic; HT-1080-NT fibrosarcoma viability, CellTiter-Glo ATP luminescence, 48 h;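 further: NT is the 2HG producing partner of a matched IDH1 knockdown line; potency means the concentration at half of the fitted maximal effect; 0% = DMSO-treated cells and -100% = media-only wells without cells; nearly all actives have a fitted effect of over 55% in size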
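Viability by CellTiter-Glo luminescence after 48 h compound exposure at 37C of HT-1080-NT cells (750/well, RPMI, 5% FBS). % activity scaled between DMSO wells and medium-only wells, then curve-fitted and categorized by curve class.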
MCF10A rereplic: inducers of DNA re-replication in MCF 10A breast cells; AID 624296; hit rate 2.9% among 350,000; Potency, µM (highest dose often 46.1 µM), for the others: top-dose activity, positive = re-replication, usual class: activators; MCF 10A DNA re-replication, Hoechst nuclear intensity, 48 h; further: potency means the concentration at half of the fitted maximal effect; % of control where 0% means no effect; nearly all actives have a fitted effect of over 50% in size
* marks the source's active call; other numbers are inactive results; i = inactive; ? = inconclusive; nt = no result given; & = joins results of further samples; [ ] = dose if it differs, or a comment. Unless noted, the call rests on the fitted dose curve; in most records, active means well fitted curve in the direction sought with a large enough effect; inconclusive means small, poorly fitted or top-dose-only effect, or another doubt; inactive means no such curve, though single readings can be large; an effect the other way counts as inactive or inconclusive.

nr | Compound | S2 tox | IL-1B inflam inh | SW480 rerep | KB-V1 cytotox | ATXN2 expr inh
1 | N#CC1=C(N)C(C#N)(C#N)[C@H](c2ccoc2)[C@H]2CN(Cc3ccccc3)CC=C12 | ? | 25 | 16µM* | ? | -9%
2 | Cc1c(C)c2ccc(OCC(=O)Nc3ccc(CN4CCOCC4)cc3)cc2oc1=O | i | -28 | -7% | ? | ?
3 | O=C(COC(=O)CCC(=O)c1ccc(F)cc1)Nc1ccccc1 | i | -4 | 1% | 0% | -15%
4 | COc1cc(C(=O)NC(=S)Nc2ccc(Cc3ccncc3)cc2)cc(OC)c1OC | i | -5 | 2% | -7% | -21%
5 | C[C@H]1CCCCO[C@H](CN(C)S(=O)(=O)c2cn(C)cn2)[C@@H](C)CN([C@@H](C)CO)C(=O)c2cc(NS(=O)(=O)c3ccccc3)ccc2O1 | i | 4 | nt | ? | 13%
6 | CC(C)Oc1ccc(Cc2n[nH]c(=S)n2Cc2ccccc2)cc1Cl | i | 0 | -1% | ? | 0%
7 | CCOc1ccc(N(CC(=O)Nc2ccccc2)S(C)(=O)=O)cc1 | i | -14 | 7% | -13% | 21%
8 | C=CCc1cc(/C=C2/NC(=O)N(CC(=O)OC)C2=O)cc(OC)c1O | i | -3 | -5% | -3% | 3%
9 | CC(C)CN(CCCNC(=O)CN1C(=O)COc2ccc(S(=O)(=O)N3CCCCCC3)cc21)CC(C)C | i | ? | -7% | ? | -1%&-12%
10 | Clc1nc2ccccc2nc1-c1ccccc1 | i | 2 | 1% | 12% | 34%

nr | HT1080 IDH1KD tx | KB-3-1 cytotox | HT1080-NT tox | MCF10A rereplic
1 | 2.6µM* | 5.2µM* | ? | 7.3µM*
2 | 0% | 17% | 1% | 2%
3 | 12% | 6% | 16% | -2%
4 | 7% | -15% | -9% | 12%
5 | 16% | 3% | 15% | nt
6 | -23% | -7% | -21% | 7%
7 | -4% | -12% | -2% | 2%
8 | -7% | 19% | -20% | 26%
9 | -2% | -14%&6% | 0% | 7%
10 | 15% | 3% | 22% | 8%

(cont.)
nr | Compound | S2 tox | IL-1B inflam inh | SW480 rerep | KB-V1 cytotox | ATXN2 expr inh
11 | CC(C)c1ccc(NC(=O)c2cc([N+](=O)[O-])ccc2N2CCOCC2)cc1 | i | -28 | 1% | 23% | 1%
12 | Cc1cccnc1NC(=O)c1ccc2c(c1)NC(=O)C(C)S2 (stereo not given) | i | -1 | 1% | 27% | 24%
13 | Cc1csc(-c2nc3ccccc3n2C(C(=O)Nc2c(C)cccc2C)C2CC2)c1 (stereo not given) | nt | 83 | nt | ? | nt
14 | C=CCN1C(=O)c2ccc(C(=O)N(C)CC(=O)Nc3cccc(F)c3)cc2C1=O | i | 11 | 0% | 1% | 14%
15 | Cn1nc(-c2ccc(Cl)cc2)c2cc(C(=O)NCC3CCCO3)sc21 (stereo not given) | i | ? | ? | -3% | ?
16 | CC(C)c1nnc(SCc2ccc(CSc3nnc(C(C)C)n3N)cc2)n1N | i | 0 | -9% | 0% | -8%
17 | C[C@@H]1CN([C@H](C)CO)C(=O)c2c(c3ccccc3n2C)-c2ccccc2CO[C@@H]1CN(C)C(=O)Nc1ccccc1C(F)(F)F | i | 11 | nt | 13% | 1%
18 | O=S(=O)(Nc1nc2ccc(Cl)cc2s1)c1cccs1 | i | 21 | -9% | -1% | 28%
19 | CCOC(=O)C1=CCN(S(=O)(=O)c2ccc(F)cc2)C1c1cccc(C)c1 (stereo not given) | i | 40 | nt | 0% | -9%
20 | O=C(C1CCC(Cn2c(=O)[nH]c3ccccc3c2=O)CC1)N1CCN(c2ccccc2)CC1 (stereo not given) | i | -16 | 3% | 14% | 0%

nr | HT1080 IDH1KD tx | KB-3-1 cytotox | HT1080-NT tox | MCF10A rereplic
11 | -3% | -3% | -3% | -28%
12 | 12% | -6% | 12% | 1%
13 | 0% | -7% | -12% | nt
14 | 7% | 0% | 1% | -1%
15 | -21% | ? | ? | ?
16 | 16% | 20% | 15% | 0%
17 | 1% | 0% | 2% | nt
18 | -11% | -3% | -14% | 11%
19 | 0% | -16% | 0% | nt
20 | 7% | 2% | 14% | 7%

With a hit mark in SW480 rerep, of those listed so far:
entry	SMILES	IL-1B inflam inh	SW480 rerep
1	N#CC1=C(N)C(C#N)(C#N)[C@H](c2ccoc2)[C@H]2CN(Cc3ccccc3)CC=C12	25	16µM*

(listing goes on)
nr | Compound | S2 tox | IL-1B inflam inh | SW480 rerep | KB-V1 cytotox | ATXN2 expr inh
21 | Cc1cc(C)cc(C(=O)NCCn2cc(SCC(=O)N3CCOCC3)c3ccccc32)c1 | ? | -27 | 2% | -12% | -36%
22 | O=C(Oc1ccccc1-c1nnco1)c1ccccc1 | ? | 6 | -3% | 17% | 0%
23 | Cn1c(=O)oc2cc(S(=O)(=O)Nc3cccc(C(=O)O)c3)ccc21 | i | 20 | -11% | 7% | 3%
24 | C=CCn1c(-c2cc(-c3ccc(C)cc3)nc3ccccc23)n[nH]c1=S | i | -26 | 6% | 0% | 3%
25 | N/C(Cc1ccc([N+](=O)[O-])cc1)=N\OC(=O)c1cccc(Br)c1 | nt | -5 | 12µM* | 4% | nt
26 | O=C(N/N=C/c1c[nH]c2ccc(Br)cc12)c1ccccn1 | i | ? | ? | -12% | -1%
27 | Cc1cnc(NC(=O)c2sc3ccccc3c2Cl)s1 | i | 48 | -3% | ? | nt
28 | CCCCn1c(=O)c(C(C)=O)c(O)c2ccccc21 | i | -4 | 2% | 11% | -11%
29 | Cc1cccc(-c2nc(SCCCOc3cc(C)c(Cl)c(C)c3)n3[nH]c(=O)cc3n2)c1 | i | nt | nt | 12% | 4%
30 | Cc1ccc(/C=C/C(=O)Nc2ccc([N+](=O)[O-])cc2)o1 | i | -10 | -9% | 13% | 44%[activator]

nr | HT1080 IDH1KD tx | KB-3-1 cytotox | HT1080-NT tox | MCF10A rereplic
21 | 2% | 2% | -10% | -6%
22 | 9% | 2% | 19% | -6%
23 | 0% | 12% | 4% | -2%
24 | 3% | 3% | 2% | ?
25 | 7% | 2% | 0% | ?
26 | 1% | 14% | 0% | -42%[inhibitor]
27 | -11% | 0% | -8% | 21%
28 | -9% | -10% | -8% | 6%
29 | nt | 5% | nt | nt
30 | -18% | 3% | 1% | -3%

Sorted by the number under IL-1B inflam inh (low to high): some entries from above
item	mol	IL-1B inflam inh
21	Cc1cc(C)cc(C(=O)NCCn2cc(SCC(=O)N3CCOCC3)c3ccccc32)c1	-27
25	N/C(Cc1ccc([N+](=O)[O-])cc1)=N\OC(=O)c1cccc(Br)c1	-5
22	O=C(Oc1ccccc1-c1nnco1)c1ccccc1	6
23	Cn1c(=O)oc2cc(S(=O)(=O)Nc3cccc(C(=O)O)c3)ccc21	20

Random excerpt: 2 entries already listed.
nr | Compound | S2 tox | IL-1B inflam inh | SW480 rerep | KB-V1 cytotox | ATXN2 expr inh
30 | Cc1ccc(/C=C/C(=O)Nc2ccc([N+](=O)[O-])cc2)o1 | i | -10 | -9% | 13% | 44%[activator]
26 | O=C(N/N=C/c1c[nH]c2ccc(Br)cc12)c1ccccn1 | i | ? | ? | -12% | -1%

nr | HT1080 IDH1KD tx | KB-3-1 cytotox | HT1080-NT tox | MCF10A rereplic
30 | -18% | 3% | 1% | -3%
26 | 1% | 14% | 0% | -42%[inhibitor]

(next part)
nr | Compound | S2 tox | IL-1B inflam inh | SW480 rerep | KB-V1 cytotox | ATXN2 expr inh
31 | CCc1nnc(NC(=O)CCc2c[nH]c3ccccc23)s1 | i | 38 | 2% | -18% | -8%
32 | O=C(O)COc1ccc(Br)cc1/C=N/O | i | 15 | -3% | 20% | 3%
33 | Cc1ccc(C(C(=O)NC2CCCCC2)N(Cc2cccnc2)C(=O)C2COc3ccccc3O2)o1 (stereo not given) | i | ? | -16% | ? | 3%
34 | CCC(Oc1ccccc1)C(=O)NC1CCCCCC1 (stereo not given) | i | -19 | 3% | -12% | -10%
35 | CN(Cc1ccccc1)c1oc(-c2ccco2)nc1C#N | i | -71* | -10% | -16% | -5%
36 | N#Cc1ccc(C(=O)N2CCC3CC2c2cc(-c4ccccc4)ccc23)cc1 (stereo not given) | i | -5 | -10% | 0% | 4%
37 | O=C(c1cccs1)N(Cc1ccco1)c1nc(-c2ccc(F)cc2)cs1 | i | 2 | -20% | 3% | -9%
38 | O=C(CCS(=O)(=O)c1ccc(Br)s1)Nc1cc(C(F)(F)F)cc(C(F)(F)F)c1 | ? | nt | nt | ? | ?
39 | O=C(CSc1nc2ccccc2c(=O)n1CCC(=O)N1CCN(c2ccccc2)CC1)NCC1CCCO1 (stereo not given) | i | -11 | -3% | ? | -6%
40 | CCOC(=O)C1=C(NC(=O)c2ccc(Br)o2)Nc2ccccc2N=C1 | ? | 13 | -1% | -1% | -10%
41 | Cc1c(NC(=O)C(C)OC(=O)c2ccc([N+](=O)[O-])cc2Cl)c(=O)n(-c2ccccc2)n1C (stereo not given) | i | 18 | ? | 9% | 4%
42 | Cc1csc(C(=O)O)c1NC(=O)c1ccc(F)cc1 | i | 5 | -10% | -4% | 1%
43 | Cc1ccc(NC(=O)c2ccc(CSc3nnc(-c4ccncc4)n3C)cc2)cc1 | i | 5 | 3% | 10% | 7%

nr | HT1080 IDH1KD tx | KB-3-1 cytotox | HT1080-NT tox | MCF10A rereplic
31 | 0% | 15% | -18% | -8%
32 | 2% | 6% | 14% | -3%
33 | ? | -9% | -1% | 1%
34 | 11% | 7% | 13% | -1%
35 | -20% | 6% | 0% | 13%
36 | 1% | 0% | -3% | 15%
37 | -23% | -14% | 0% | 15%
38 | nt | 5% | nt | nt
39 | -1% | 6% | 1% | -6%
40 | -3% | -1% | -2% | -1%
41 | 0% | 2% | 3% | -1%
42 | -8% | 6% | 0% | 0%
43 | 1% | 17% | 15% | 15%
